MsrA act: bovine MsrA enzyme activators, primary screen, biochemical, absorbance, HTS. purified bovine MsrA, absorbance read-out. activation, % at 10.6 µM. 360,000 compounds, 0.3% hits; in the data active = activation above about 7.5%;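 also: 0% = vehicle and 100% = reference activator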
eLon inh: inhibitors of E. coli Lon protease, primary screen, biochemical, fluorescence polarization. P0A9M0. purified E. coli Lon protease. inhibition, % at 7.94 µM. 360,000 compounds, 0.42% hits; in the data active = inhibition above about 13%, passing the limit was not always enough;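 also: 0% = enzyme with probe and DMSO and 100% = no enzyme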
MLLE-PAM2 inh: inhibitors of PABP1 MLLE–PAM2 peptide binding, primary screen, biochemical, fluorescence polarization, FITC-PAM2, GST-MLLE; inhibition, % at 20 µM; 360,000 compounds, 0.36% hits; AID 588489, 2011; in the data active = inhibition above about 35%, passing the limit was not always enough;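 also: plate controls were DMSO wells with GST-MLLE for no effect and wells lacking GST-MLLE protein for full effect; some results filed as inactive read as strong as hits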
MT1-MMP act inh: blockers of MT1-MMP proenzyme processing, primary screen, HT1080 RFP-PRO-GFP cells, GFP/RFP fluorescence; Matrix metalloproteinase-14 (Homo sapiens), P50281; GFP/RFP ratio fluorescence, overnight; percent of plate control window, DMSO zero; GFP/RFP ratio change, % at 20 µM; 360,000 compounds, 0.061% hits; AID 651647, 2012;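 active = GFP/RFP ratio change of at least 30% with cell ATP level not reduced by more than half and red fluorescence within 50% of control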; also: strong numbers were not always called active
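Assay system – RFP-PRO-GFP reporter HT1080 cells · Compound dosing – single dose of 20 µM compound, 1% DMSO final · Incubation – overnight compound exposure at 37 °C · Measure – GFP/RFP fluorescence ratio · Benchmarks – DMSO wells and RFP-L50D-GFP cells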
MsrA inh: bovine MsrA enzyme inhibitors, primary screen, biochemical, absorbance, HTS. inhibition, % at 15.5 µM. 360,000 compounds, 0.75% hits. Methionine sulfoxide reductase A (Bos taurus). purified bovine MsrA, absorbance read-out; in the data active = inhibition above about 4.5%;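 also: 0% = vehicle wells with enzyme and 100% = reference inhibitor wells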
Rpn11 inh: Rpn11 (PSMD14) deubiquitinase inhibitors, primary screen, biochemical, fluorescence polarization, uHTS; calls only at 20 µM; 360,000 compounds, 0.59% hits; human 26S proteasome, Ub4-pepOG fluorescence polarization; 20S core pre-blocked with epoxomicin; AID 588493, 2011; 26S proteasome non-ATPase regulatory subunit 14 (Homo sapiens), O00487;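 active = inhibition at 20 µM, scaled to each plate's controls, above about 33%, limit read from the data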
Rin1 Abl inh: inhibitors of Rin1-Abl protein binding, primary screen, biochemical, TR-FRET; 360,000 compounds, 0.4% hits; inhibition, % at 7.35 µM; AID 588664, 2011; Tyrosine-protein kinase ABL1 (Homo sapiens) + Ras and Rab interactor 1 (Homo sapiens), …; in the data active = inhibition above about 5%, passing the limit was not always enough
CSN inh: inhibitors of CSN-mediated cullin deneddylation, primary screen, biochemical, fluorescence polarization, uHTS. Purified CSN, SCF-Nedd8-OG deneddylation. inhibition, % at 12.5 µM. 360,000 compounds, 0.38% hits;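 active = pattern-corrected inhibition above about 35%, with an unprinted fluorescence ratio check between 0.5 and 1.5, limit read from the data, passing the limit was not always enough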;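 also: 0% = enzyme with substrate and 100% = substrate without enzyme; some results filed as inactive read as strong as hits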
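assay system = purified human Csn5 enzyme expressed in HEK293T cells | amount = 0.24 nM enzyme | buffer or medium = Tris/NaCl/DTT buffer, pH 7.5 | reagent = 10 nM SCFSkp2-Nedd8OG | compound = one concentration, 12.5 µM, 0.25% DMSO | times = 90 min reaction at room temperature | signal = FP | read-out basis = % inhibition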
FAS-TE inh: FAS thioesterase domain inhibitors, primary screen, biochemical, fluorescence intensity, uHTS; recombinant FAS-TE, OMFH fluorogenic substrate, fluorescence endpoint; 360,000 compounds, 0.67% hits; AID 602261, 2012; Fatty acid synthase (Homo sapiens), P49327; inhibition, % at 15 µM;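 active = compounds whose normalised, plate-corrected inhibition of enzyme fluorescence in the single-dose primary screen is 50% or more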;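 also: 0% = DMSO with enzyme and 100% = substrate without enzyme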
* hit, by the source's call; i = inactive; nt = no result given.

SMILES	MsrA act	eLon inh	MLLE-PAM2 inh	MT1-MMP act inh	MsrA inh	Rpn11 inh	Rin1 Abl inh	CSN inh	FAS-TE inh
O=C(NCCO)/C(=C\c1cccs1)NC(=O)c1cccs1	-5	-2	-4	1	1.8	i	-1	4	-8
CCN1CCN(c2ccc(Cl)cc2NC(=O)c2ccc(-n3nc(C)cc3C)cc2)CC1	-10	-4	10	2	-0.6	i	-3	-6	-2
C/C(=N/Oc1nc(C)cc(C)n1)c1ccc(F)cc1	-3	-6	-7	2	-0.8	i	3	0	-7
CCn1cc(C(=O)N2CCN(c3ccc(OC)cc3)CC2)c2cc(OC)c(OC)cc2c1=O	-4	-2	-6	2	0.5	i	0	-1	-2
O=C(NCC1CCOCC1)c1cccc2c(-c3cccnc3)coc12	-2	5	-8	3	0.5	i	0	3	-5
O=C(CCCOc1ccc(Cl)cc1Cl)N1CCN(c2ccccn2)CC1	-5	-7	-4	8	1.4	i	1	-4	28
Cn1c2[n+](c3ccc(Cl)cc3c1=O)Cc1ccccc1-2	-2	4	4	0	-0.3	i	1	2	4
O=C1C=CN(Cc2ccccc2)C(c2ccccc2)C1 (configuration not stated)	-5	2	16	-1	4.0	i	2	-2	-8
CC1=CC(=O)[C@H]2C(C)(C)CCC[C@]2(C)[C@@]1(O)CO	-1	-2	-4	5	-1.1	i	-3	1	-2
COc1cccc(C(=O)COc2ccc3c(C)cc(=O)oc3c2)c1	1	0	-4	2	-0.2	i	-4	-3	21

Gathered by group: the compounds so far with a Cl atom.
SMILES	MsrA act	eLon inh	MLLE-PAM2 inh	MT1-MMP act inh	MsrA inh	Rpn11 inh	Rin1 Abl inh	CSN inh	FAS-TE inh
CCN1CCN(c2ccc(Cl)cc2NC(=O)c2ccc(-n3nc(C)cc3C)cc2)CC1	-10	-4	10	2	-0.6	i	-3	-6	-2
O=C(CCCOc1ccc(Cl)cc1Cl)N1CCN(c2ccccn2)CC1	-5	-7	-4	8	1.4	i	1	-4	28
Cn1c2[n+](c3ccc(Cl)cc3c1=O)Cc1ccccc1-2	-2	4	4	0	-0.3	i	1	2	4

Next compounds follow.
SMILES	MsrA act	eLon inh	MLLE-PAM2 inh	MT1-MMP act inh	MsrA inh	Rpn11 inh	Rin1 Abl inh	CSN inh	FAS-TE inh
Cc1cc(C)nc(NC(=O)C(C)N2C(=O)c3ccccc3C2=O)n1 (configuration not stated)	0	-7	14	2	1.4	i	2	0	-6
O=C(NCCN1CCOCC1)C1CCN(S(=O)(=O)N2CCCC2)CC1	0	-3	-22	1	-0.4	i	1	1	-4
Cc1nc2ccccc2nc1OCC(=O)Nc1ccc(F)cc1	-2	-7	0	0	0.7	i	3	-4	-2
CCC(c1nnnn1-c1ccc2c(c1)OCCO2)N1CCN(c2cc(C)ccc2C)CC1 (configuration not stated)	1	-6	nt	-7	1.2	nt	nt	-3	24
CCn1c(=O)c(C(=O)NCc2cccnc2)c(O)c2ccccc21	-2	-8	-6	6	-0.5	i	-2	4	-11
CC(=O)c1cccc(N2C(=O)CC(N3CCN(S(=O)(=O)c4ccccc4F)CC3)C2=O)c1 (configuration not stated)	-4	-7	-4	-4	0.8	i	2	-1	-8
COC(=O)C1(NC(=O)NC2CCCCC2)CCCCC1	-3	-15	2	1	0.8	i	3	-1	-3
CN(C)CC(O)COC(c1ccccc1)c1ccccc1 (configuration not stated)	-6	-1	2	5	-1.4	i	2	-5	-7
O=C(N/N=C1\CCc2ccccc21)c1ccc(O)cc1	-6	-2	12	1	2.7	i	4	-3	0
Cc1ccc(Nc2nc(N)nc(CN3CCN(C(=O)c4ccco4)CC3)n2)cc1Cl	-4	-10	-13	-3	0.2	i	5	6	-1
CC(=O)c1c(C)oc2ccc(NS(=O)(=O)c3ccccc3)cc12	-1	-11	-21	2	-1.0	i	3	4	7
Cc1ccccc1/C(N)=N/OC(=O)N1c2ccccc2Sc2ccccc21	-2	6	2	3	0.3	i	-2	-3	16
C[C@H](CO)N1C[C@H](C)[C@@H](CN(C)S(C)(=O)=O)Oc2ccc(NC(=O)c3ccncc3)cc2C1=O	-1	0	3	0	-0.4	i	-2	-2	-11
COc1ccc(-c2ccc([C@H]3[C@@H]4C=CCC[C@@]4(C)C(=O)N3Cc3ccccc3)c(F)c2)cc1	-10	3	5	4	0.3	i	2	2	32
CCOc1ccc(-c2cc3nc(C4CCN(C(=O)OC(C)(C)C)CC4)c(C(=O)O)cn3n2)cc1	-2	-6	-9	1	-0.5	i	2	5	7
Cc1cccc(Nc2nc(N)nc(CSC(=S)N3CCOCC3)n2)c1	-1	-4	10	2	0.6	i	-3	2	-3
CCOC(=O)CSC1=N/C(=C\c2cc(OC)c(OC)c(OC)c2)C(=O)N1C	-5	3	42*	6	0.8	i	0	0	-10
CC1CCCN(c2nc3ccccc3nc2C(C#N)S(=O)(=O)c2cccs2)C1 (configuration not stated)	-1	-10	51*	-33	0.1	i	0	-10	1
CCOC(=O)N1CCC(n2c(SCC(=O)NCCc3ccc(S(N)(=O)=O)cc3)nc3ccccc3c2=O)CC1	-2	0	-10	1	0.5	i	-2	2	-3
COc1ccc(CNC(=O)COc2cccnc2[N+](=O)[O-])cc1OC	-7	-3	-12	2	1.8	i	-3	0	-8
O=c1[nH]cc(CCCc2ccccc2)c(=O)[nH]1	-1	7	-3	2	-0.8	i	0	-1	-6
Cc1cc(C)cc(-c2nnc(SCC(=O)N3CCN(C(=O)c4ccco4)CC3)o2)c1	-1	-1	-21	6	-0.7	i	-1	4	1
O=C(NCCc1ccccc1)C(=O)NCC1CCCO1 (configuration not stated)	-3	-1	5	3	-0.3	i	3	3	-8
COc1ccc(CCNS(=O)(=O)c2cccc3cccnc23)cc1OC	-5	-15	-6	-2	-0.1	i	3	-2	-1
CN(C)c1ccc(C(=O)NC2(N3CCC3=O)CCCC2)cc1	-1	0	-12	-1	0.3	i	1	1	-2
COc1cc(CNCCCN2CCOCC2)cc(Br)c1OCC(=O)N1CCCCC1	-2	-2	-10	6	0.0	i	-1	4	-4
Fc1ccc(-c2[nH]ncc2CN(CC2CCC2)CC2CCCO2)c(F)c1 (configuration not stated)	-1	10	11	-1	-1.3	i	7	0	-3
Cc1ccc(S(=O)(=O)NC(=O)COc2ccc([N+](=O)[O-])cc2)cc1	-4	-7	6	-2	0.5	i	2	-5	0
CCOC(=O)C1=NN(c2ccc(C)cc2)C2(S1)SC(C(C)=O)=C(C)N2c1ccccc1 (configuration not stated)	-9	-3	7	-9	0.3	i	5	3	20
O=C(O)c1nn(CC(=O)N(C2CCCCC2)C2CCCCC2)c(=O)c2ccccc12	-10	-3	-3	0	0.7	i	2	2	7

3 structures already listed, ordered by molar mass, lowest first.
SMILES	MsrA act	eLon inh	MLLE-PAM2 inh	MT1-MMP act inh	MsrA inh	Rpn11 inh	Rin1 Abl inh	CSN inh	FAS-TE inh
O=c1[nH]cc(CCCc2ccccc2)c(=O)[nH]1	-1	7	-3	2	-0.8	i	0	-1	-6
Cn1c2[n+](c3ccc(Cl)cc3c1=O)Cc1ccccc1-2	-2	4	4	0	-0.3	i	1	2	4
CCn1c(=O)c(C(=O)NCc2cccnc2)c(O)c2ccccc21	-2	-8	-6	6	-0.5	i	-2	4	-11

Remaining list, next part:
SMILES	MsrA act	eLon inh	MLLE-PAM2 inh	MT1-MMP act inh	MsrA inh	Rpn11 inh	Rin1 Abl inh	CSN inh	FAS-TE inh
CC1CCN(S(=O)(=O)c2ccc(C(=O)NC3CCS(=O)(=O)C3)cc2)CC1 (configuration not stated)	-2	-14	-2	9	0.3	i	-1	-1	-6
Cc1ccc2nc(SCC(=O)Nc3ccc(Br)cc3)nc(=O)n2c1	-5	-7	-4	-2	1.9	i	2	-2	9
COc1ccccc1C/C(N)=N/OC(=O)c1cccc([N+](=O)[O-])c1C	-1	-8	-5	-1	-0.3	i	0	-2	10
Cn1cc(S(=O)(=O)NC2CCCC2)c(=O)n(C)c1=O	-5	-8	1	-2	-1.7	i	2	-6	-5
O=C(Nc1cccc(S(=O)(=O)N2CCOCC2)c1)c1cnccn1	-1	12	-12	-8	2.3	i	-1	-6	-3
CC(=O)c1cccc(NC(=O)Nc2ccccc2)c1	-10	0	3	-2	-0.7	i	3	4	-1
CCS(=O)(=O)N1CCN(c2ccc([N+](=O)[O-])c(NCC3CCCO3)c2)CC1 (configuration not stated)	1	-7	9	1	1.1	i	-10	1	5
O=c1cc([O-])[n+]2c3n1CCCN3CCC2	-4	-6	-6	1	1.4	i	0	1	-6
CC1=CC(=O)CC(C)(C)C1(O)/C=C/C(C)=C/C(=O)O (configuration not stated)	-2	-5	4	-4	0.9	i	1	0	-3
O=[N+]([O-])c1ccc(N2CCCCC2)cc1SCCO	1	0	-10	0	0.5	i	-5	4	-4
CC(=O)N1CCN(S(=O)(=O)c2cccc(C(=O)Nc3ccccc3N3CCCC3)c2)CC1	-5	1	-9	-2	-1.0	i	1	-5	-4
Cc1ccc(S/C(=N\S(=O)(=O)c2ccc(Cl)cc2)c2ccccc2)cc1	-2	4	35	-5	0.1	i	-1	3	57*
Cc1[nH]c2ccccc2c1C(=O)C(C)OC(=O)C1CCC1 (configuration not stated)	-4	-10	9	3	-0.1	i	7	-2	-2
Cc1cc(C)cc(OCC(=O)NC2CCCc3ccccc32)c1 (configuration not stated)	-6	6	0	-12	-2.0	i	-2	5	16
COc1ccc(-c2nnc(SCc3csc(N)n3)n2C)cc1	-1	6	11	-1	-1.0	i	-2	-5	-10
CCCN1c2cccc3cccc(c23)S1(=O)=O	-1	5	3	-5	2.4	i	-1	2	7
CCC(C)N(C(=O)COC(=O)CN=C1NS(=O)(=O)c2ccccc21)C1CCS(=O)(=O)C1 (configuration not stated)	-4	4	-6	6	0.2	i	-1	-1	-8
Cc1nnsc1C(=O)Nc1ccc(S(=O)(=O)N2CCC(C)CC2)cc1	-8	0	5	8	1.7	i	-3	4	4
COC(=O)CN(c1ccc(F)cc1)S(=O)(=O)c1ccccc1	-10	-8	7	1	-1.5	i	-2	1	-4
CC(C)Nc1c(N)c(=O)oc2ccccc12	0	-11	6	1	1.6	i	0	8	-8
CC1(C)CC(=O)N(CC(=O)N2CCN(c3ncccn3)CC2)c2ccccc2S1(=O)=O	0	0	1	7	-0.6	i	0	-5	0
CC(=O)c1nn(-c2ccc(C)cc2)cc1C(=O)c1cccc(Br)c1	-4	5	-5	1	0.2	i	-4	2	-3
CCOc1ccc(C(=O)NC2CCN(C(=O)N3CCCC3)CC2)cc1	0	0	2	0	-0.2	i	-3	-2	-1
Cc1cc(C)c2c(C)[nH]nc2n1	-4	-2	8	4	0.5	i	-3	3	-3
COc1ccc(N2C(=O)CC(NCc3cccc(F)c3)C2=O)cc1 (configuration not stated)	-1	4	4	5	1.0	i	0	-7	-14
CCCNC(=O)C1(C)CCN(C(=O)c2cc(C)nn2C(C)(C)C)C1 (configuration not stated)	0	1	6	1	0.5	i	-7	-2	-6
